Screening results (PubChem BioAssay)
Rin1-Abl PPI inh: human Rin1-Abl interaction inhibition; TR-FRET Rin1/Abl binding, biochemical; hit rate 0.4% among 360,000; P00519+Q13671; inhibition, % at 7.35 µM; in the data active means inhibition above about 5%, passing the limit was not always enough
SKN-1 block: blocks SKN-1 activity in C. elegans; C. elegans VP596 Pgst-4::GFP/RFP ratio, acrylamide-induced, 24 h; inhibition, % at 21.8 µM; hit rate 0.49% among 360,000;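 active means interference check ratio from 0.5 to 1.5 plus GFP to RFP signal ratio inhibition reaching or exceeding a fixed threshold, cut at about 30% in these data, passing the limit was not always enough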; further: some compounds called inactive have numbers as strong as hits
MT1-MMP act inh: inhibitors of human MT1-MMP activation; HT1080 RFP-PRO-GFP cells, GFP/RFP ratio fluorescence, overnight; percent of plate control window, DMSO zero; hit rate 0.061% among 360,000; GFP/RFP ratio change, % at 20 µM; P50281;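 active means GFP/RFP ratio change of at least 30% with cell ATP level not reduced by more than half and red fluorescence within 50% of control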; further: strong numbers were not always called active
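Read-out: GFP/RFP fluorescence ratio; Test system: RFP-PRO-GFP reporter HT1080 cells; Compound dosing: single-point 20 µM compound, 1% DMSO; Times: overnight compound exposure at 37 °C.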
MsrA inh: inhibitors of bovine MsrA; purified bovine MsrA, absorbance read-out; inhibition, % at 15.5 µM; hit rate 0.75% among 360,000; AID 651718; in the data active means inhibition above about 4.5%;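 further: 0% = vehicle wells with enzyme and 100% = reference inhibitor wells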
Neddylation inh: cullin neddylation inhibition; TR-FRET cullin neddylation, biochemical; hit rate 0.58% among 360,000; AID 651699; P61081+Q13564; calls only at 25 µM; in the data active means inhibition above about 36%
NRP1-CendR mod: modulators of CendR peptide binding to human neuropilin-1. O14786. FAM-RPARPAR peptide binding to NRP-1, fluorescence polarization. inhibition, % at 25 µM. hit rate 0.85% among 360,000. AID 602438;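 active means inhibition or corrected inhibition above about 18%, plus a signal ratio from 0.5 to 1.5, limit read from the data, passing the limit was not always enough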; further: strong numbers were not always called active
FAS-TE inh: FAS thioesterase (human) inhibition. P49327. recombinant FAS-TE, OMFH fluorogenic substrate, fluorescence endpoint. inhibition, % at 15 µM. hit rate 0.67% among 360,000;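 active means compounds whose normalised, plate-corrected inhibition of enzyme fluorescence in the single-dose primary screen is 50% or more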;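 further: 0% = DMSO with enzyme and 100% = substrate without enzyme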
MsrA act: bovine methionine sulfoxide reductase A activation | activation, % at 10.6 µM | hit rate 0.3% among 360,000 | purified bovine MsrA, absorbance read-out | AID 602163; in the data active means activation above about 7.5%;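 further: 0% = vehicle and 100% = reference activator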
eLon inh: inhibits E. coli Lon protease; P0A9M0; purified E. coli Lon protease, fluorescence polarization; inhibition, % at 7.94 µM; hit rate 0.42% among 360,000; AID 602123; in the data active means inhibition above about 13%, passing the limit was not always enough;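 further: 0% = enzyme with probe and DMSO and 100% = no enzyme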
Target sequence (P0A9M0 whole entry, looked up): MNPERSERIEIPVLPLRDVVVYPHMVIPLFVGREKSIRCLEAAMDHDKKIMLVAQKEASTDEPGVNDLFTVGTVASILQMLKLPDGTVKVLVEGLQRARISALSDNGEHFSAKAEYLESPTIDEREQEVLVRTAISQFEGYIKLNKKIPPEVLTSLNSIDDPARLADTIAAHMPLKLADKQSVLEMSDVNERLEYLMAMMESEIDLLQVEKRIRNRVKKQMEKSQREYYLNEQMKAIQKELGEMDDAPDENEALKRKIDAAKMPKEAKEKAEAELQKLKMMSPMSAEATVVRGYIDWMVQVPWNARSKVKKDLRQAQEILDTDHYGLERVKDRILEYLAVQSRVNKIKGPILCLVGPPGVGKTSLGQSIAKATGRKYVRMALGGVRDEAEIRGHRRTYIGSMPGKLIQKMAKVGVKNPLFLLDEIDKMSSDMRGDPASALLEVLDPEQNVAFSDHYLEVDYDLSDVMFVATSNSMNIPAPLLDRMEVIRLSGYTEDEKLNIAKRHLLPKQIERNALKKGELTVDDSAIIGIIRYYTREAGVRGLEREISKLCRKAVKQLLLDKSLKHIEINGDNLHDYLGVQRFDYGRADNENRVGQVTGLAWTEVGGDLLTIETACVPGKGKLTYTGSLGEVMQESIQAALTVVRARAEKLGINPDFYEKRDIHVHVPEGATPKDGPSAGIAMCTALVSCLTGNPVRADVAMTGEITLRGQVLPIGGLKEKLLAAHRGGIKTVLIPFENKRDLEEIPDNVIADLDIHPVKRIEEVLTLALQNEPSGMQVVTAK
Active calls of the source: *; i = inactive; . = no result given. The order is random; overall some 4.2% were active at least once.

SMILES,Rin1-Abl PPI inh,SKN-1 block,MT1-MMP act inh,MsrA inh,Neddylation inh,NRP1-CendR mod,FAS-TE inh,MsrA act,eLon inh
COc1ccc(N=N/C(C(C)=O)=C(/C)O)cc1,-5,-5,-2,1.6,i,-8,-4,-3,-2
[O-]C1=N/[N+](=C/c2ccc(Cl)c(Cl)c2)CC1,1,-9,3,-0.1,i,8,-1,-2,-1
COc1cccc(-n2nc(C(=O)NCC3CCCO3)c3ccccc3c2=O)c1 (stereo not drawn),2,16,0,1.2,i,3,-7,-2,4
NC(=O)c1ccc(NC(=O)CSc2nnc(-c3ccccn3)n2N)cc1,0,8,0,-0.1,i,2,-8,-5,-4
CC(C)NS(=O)(=O)c1ccc2c(c1)oc(=O)n2C,-2,10,2,0.4,i,22*,-8,0,1
Cc1ccc(C(=O)Nc2nc(-c3ccccn3)cs2)o1,-2,8,9,0.4,i,-1,-6,-1,1
O=C(c1ccccc1)C1CCN(C(=O)c2ccc(Cl)cc2)CC1,3,-15,-4,0.9,i,0,0,-2,-2
O=C(NC1CCCC1)C1CCN(c2nccs2)CC1,1,-17,1,-0.2,i,-6,-8,3,2
O=C(O)/C=C\C(=O)Nc1ccccc1C(=O)NC1CCCCC1,1,-5,-4,1.2,i,-9,-1,-3,-5
COc1ccccc1C(=O)NCCSCc1c(F)cccc1Cl,-4,-15,2,-0.3,i,-3,9,-5,-8
COc1ccccc1C(=O)Nc1cccc(C(=O)N2CCOCC2)c1,-1,12,-2,-0.3,i,-2,-7,0,-4
COc1cc2[nH]c(=S)nc(NCc3ccc(Cl)cc3)c2cc1OC,-3,4,4,0.8,i,0,20,-1,-5
NC(=O)C1(Nc2ccccc2)CCCC1,1,10,0,0.3,i,4,-5,-1,-13
COc1ccc(CCN(C)c2ncnc3sccc23)cc1OC,2,5,2,-0.5,i,6,0,-2,1
COc1ccc(OC)c(-c2nc(C(N)=O)c3[nH]c(=O)n(-c4ccc(F)cc4)c3n2)c1,2,7,0,-0.9,i,-15,-2,0,-7
O=C(C1CCN(S(=O)(=O)N2CCC3(CC2)OCCO3)CC1)N1CCOCC1,0,1,3,0.7,i,-10,-10,-3,2
CN(CC(=O)N1CCOCC1)C(=O)CSc1nc2ccccc2s1,0,1,-1,1.2,i,-5,-5,-3,4
O=C(O)c1cc(-c2ccc(Cl)cc2)n(-c2cccc(Cl)c2)n1,2,29,0,-1.3,i,-4,-2,-2,3
C[C@H](CO)N1C[C@H](C)[C@@H](CN(C)C(=O)Nc2ccc3c(c2)OCO3)Oc2c(NC(=O)Cc3ccccc3)cccc2C1=O,0,17,-1,-0.3,i,-5,6,-7,-6
CCOC(=O)CSc1nnc(-c2c[nH]c3ccccc23)o1,4,4,6,-0.1,i,-17,-3,-3,2
COc1ccc(CCn2c(C(C)C)nc3oc4ccccc4c(=O)c3c2=O)cc1,-2,5,-2,0.0,i,-3,1,-2,3
Cc1cnc2nc(-c3ccccc3)ccc2c1,2,27,2,0.8,i,6,-14,-4,-3
CN(C)CC[C@@H](c1ccc(Br)cc1)c1ccccn1,3,1,-4,-0.6,i,-9,-2,-1,-5
O=C(NC1CCCCCC1)c1ccc(N2CCCC2=O)cc1,-3,0,0,1.3,i,6,-5,0,12
CCc1ccc(CCC(=O)Nc2ccccc2C(=O)O)o1,-3,-28,0,0.2,i,-11,-9,-5,-7
COc1ccccc1C1CC(=O)Oc2c(C(C)C)ccc(C)c21 (stereo not drawn),0,-13,1,1.1,i,-1,14,-6,-9
COc1ccc(Cl)cc1N1C(=NC(=O)C2CCCCC2)SC2CS(=O)(=O)CC21 (stereo not drawn),2,-1,3,0.8,i,10,36,-5,-3
CC(C)c1cc(-c2n[nH]c(=S)n2Cc2ccccc2)cs1,-1,21,0,0.1,i,2,8,-1,1
CC1Cc2cccc3ccc(=O)n(c23)C1 (stereo not drawn),3,-10,-1,0.6,i,-2,2,0,-7
Oc1ccc2ccccc2c1CN1CCOCC1,-1,-1,4,-0.4,i,2,-6,-5,-2

Four of these compounds in a different format.
> CN(CC(=O)N1CCOCC1)C(=O)CSc1nc2ccccc2s1
  Rin1-Abl PPI inh = 0
  SKN-1 block = 1
  MT1-MMP act inh = -1
  MsrA inh = 1.2
  Neddylation inh = i
  NRP1-CendR mod = -5
  FAS-TE inh = -5
  MsrA act = -3
  eLon inh = 4

> COc1ccccc1C1CC(=O)Oc2c(C(C)C)ccc(C)c21 (stereo not drawn)
  Rin1-Abl PPI inh = 0
  SKN-1 block = -13
  MT1-MMP act inh = 1
  MsrA inh = 1.1
  Neddylation inh = i
  NRP1-CendR mod = -1
  FAS-TE inh = 14
  MsrA act = -6
  eLon inh = -9

> Oc1ccc2ccccc2c1CN1CCOCC1
  Rin1-Abl PPI inh = -1
  SKN-1 block = -1
  MT1-MMP act inh = 4
  MsrA inh = -0.4
  Neddylation inh = i
  NRP1-CendR mod = 2
  FAS-TE inh = -6
  MsrA act = -5
  eLon inh = -2

> C[C@H](CO)N1C[C@H](C)[C@@H](CN(C)C(=O)Nc2ccc3c(c2)OCO3)Oc2c(NC(=O)Cc3ccccc3)cccc2C1=O
  Rin1-Abl PPI inh = 0
  SKN-1 block = 17
  MT1-MMP act inh = -1
  MsrA inh = -0.3
  Neddylation inh = i
  NRP1-CendR mod = -5
  FAS-TE inh = 6
  MsrA act = -7
  eLon inh = -6

Remaining list, next part:
SMILES,Rin1-Abl PPI inh,SKN-1 block,MT1-MMP act inh,MsrA inh,Neddylation inh,NRP1-CendR mod,FAS-TE inh,MsrA act,eLon inh
O=C1C2C3C=CC(C3)C2C(=O)N1c1ccccc1OS(=O)(=O)c1ccccc1 (stereo not drawn),-1,2,-3,2.4,i,-12,-9,-3,-7
Brc1c(-c2ccccc2)nc2n1Cc1ccccc1-2,1,29,0,-0.3,i,-6,16,-5,2
CC(=O)NC1=NC(=O)/C(=C/c2cc(C)n(-c3ccc(NC(C)=O)cc3)c2C)S1,-6,5,-29,-0.4,i,-168,-6,-4,-155
O=C(Nc1ccc(F)cc1)Nc1ccccc1N1CCCCC1,-1,2,-6,1.3,i,3,16,-7,-4
COc1ccc(C(=O)NCCCNC(=O)c2ccccn2)cc1,5,3,4,2.2,i,1,-6,-5,0
CNC(=S)Nc1cccc([N+](=O)[O-])c1,2,12,-1,0.8,i,14,-2,1,-3
O=C(CC(c1ccccc1)c1ccco1)N1CCCCC1 (stereo not drawn),-3,-10,-1,.,i,4,-9,-10,-8
COC(=O)C(CC(=O)c1ccc(Cl)cc1)c1ccc(C(C)C)cc1 (stereo not drawn),-3,14,0,0.4,i,12,15,-10,6
Cc1ccc(S(=O)(=O)NC23CC4CC(CC(C4)C2)C3)cc1,4,-11,6,-0.7,i,2,9,-11,15
Cc1c(NC(=S)N/C(=N/S(=O)(=O)c2ccccc2)c2ccccc2)c(=O)n(-c2ccccc2)n1C,-2,14,4,-0.1,i,2,-3,0,-8
COc1cccc(/C=C/C(=O)NNC(=O)c2cc(C)oc2C)c1,1,1,-3,0.6,i,-9,-2,-1,-6
COc1ccc(N(Cc2ccccc2)S(=O)(=O)c2cccc(C(=O)NCC3CCCO3)c2)cc1 (stereo not drawn),2,-7,-1,-0.7,i,0,10,-9,5
O=C(CCN1C(=O)c2ccccc2C1=O)N1CCOCC1,-1,22,-7,-1.9,i,7,-3,-2,-2
CCCOc1cccc(C(=O)Nc2cc(NC(=O)c3ccco3)ccc2OC)c1,4,-14,3,-0.5,i,8,8,-13,4
O=C(Nc1ccccc1)C1=C[C@@H](C2CC2)C[C@@H](OCc2ccc(CO)cc2)O1,2,17,0,-0.4,i,5,-5,-3,3
COc1ccc(C)cc1NC(=O)C1CCN(S(=O)(=O)c2cccc3nonc23)CC1,-2,5,-4,1.1,i,-11,0,-3,-7
COc1ccc(CNC(=O)C(OC(C)=O)c2ccccn2)cc1 (stereo not drawn),1,20,6,-0.7,i,11,-7,-3,-3
Cc1cc(OCC(=O)Nc2ccccc2C(N)=O)c2c(C)cc(=O)oc2c1,2,6,-3,-0.7,.,10,5,-2,-4
CC(C)n1nc(C(=O)Nc2cccc(S(=O)(=O)NCc3ccco3)c2)c2ccccc2c1=O,2,3,-1,-0.1,i,16,17,-9,4
CCOC(=O)N1CCN(C(=O)/C(=C/c2cccc3ccccc23)NC(=O)c2ccc(OC)cc2)CC1,-4,-7,2,0.6,i,-18,13,-2,-2
O=C(CSc1nc2ccc(Cl)cc2[nH]1)Nc1ccc2[nH]c(=O)[nH]c2c1,3,-14,-3,1.1,i,-12,-4,-6,7
O=C(O)c1ccc(C2SCC(=O)N2Cc2ccccc2)cc1 (stereo not drawn),2,8,8,0.1,i,6,-4,0,-10
COc1ccc(C(=O)/C=C/c2ccccc2)c(O)c1,1,16,5,0.7,i,-4,6,-3,-8
N#Cc1c(C(F)(F)F)cc(-c2cccs2)nc1SCc1cccnc1,0,7,-10,1.6,.,11,16,-7,-3
S=C(Nc1cccc(Cl)c1)N1CCOCC1,-3,-21,0,-1.3,i,-1,-5,-2,-8
Cc1cc2nc(CN(C)Cc3c(C(=O)N(C)C)nc4ccc(Cl)cn34)[nH]c2cc1C,4,3,1,-0.6,i,0,-3,-1,-7
CCCCN(C(C)=O)c1c(CC)nc2ccc(C(=O)NCCOc3ccc(OC)cc3)cn12,-2,4,-1,-0.4,i,5,-6,-5,-4
O=C(NCc1cccnc1)/C(=C/c1ccc(-c2cccc(Cl)c2)o1)S(=O)(=O)c1ccccc1,-2,-5,.,-0.5,i,9,4,-14,-2
CCc1nc2cc([N+](=O)[O-])c([N+](=O)[O-])cc2[nH]1,-1,8,-2,2.5,i,19,20,-3,-7
N#C/C(=C\c1ccc(-c2ccc(F)cc2)o1)C(=O)Nc1nc(-c2cccs2)cs1,-1,9,-16,1.9,i,-29,-10,-3,1
CCCC1(C(=O)OCC)NC(c2ccc(O)cc2)C2C(=O)N(c3ccc4c(c3)OCCO4)C(=O)C21 (stereo not drawn),1,1,2,0.4,i,-3,-3,3,-4
CCC(CO)Oc1cc(NC(=O)c2cccc(C)c2)c2ncn(C(C)C)c2c1 (stereo not drawn),2,0,-1,0.2,i,2,-2,-8,1
CCOc1ccc(N2C(=O)CCC2=O)cc1,1,10,3,1.1,i,6,-4,0,-1
O=C(CNC(=O)c1cccc(F)c1)N/N=C/c1ccc([N+](=O)[O-])s1,-2,7,-8,1.8,i,0,-7,-4,-6
CC12CCC(=O)N1C(C(=O)OCC(=O)Nc1ccc(Cl)c(Cl)c1)CS2 (stereo not drawn),-3,-8,1,-0.9,i,13,6,-4,-3
CC(C)(C)c1ccc(OCCCN2CCCC2)cc1,3,13,1,1.1,i,4,-6,-4,0
Cc1cccc(CCNC(=O)CC2C(=O)NCCN2Cc2ccccc2C)n1 (stereo not drawn),0,9,-2,1.2,i,-4,-6,-3,-3
CCOc1ccc2[nH]c(=O)c(CN(Cc3cccnc3)C(=O)Nc3ccccc3OC)cc2c1,1,-19,-3,-0.2,i,-2,-3,-4,-2
CCCCCc1nnc(NC(=O)OCCC)s1,1,-15,1,-0.9,i,-3,-6,-8,-5
Cc1ccc(C)c(S(=O)(=O)NCc2ccc(C(=O)N3CCCCCC3)cc2)c1,1,15,-2,0.0,i,5,-4,-1,-6
O=C1CC(Sc2ncccn2)C(=O)N1c1ccccc1 (stereo not drawn),-3,83,0,0.4,i,-4,-12,-4,-1
O=C(Nc1cccc(-c2nnco2)c1)c1cccs1,-2,-13,-2,-1.4,i,3,-3,-6,-4
Cc1nc2ccccc2c(=O)n1/N=C/c1ccccn1,-1,10,-2,-0.7,i,-8,-7,-4,-10
CC(=O)N1CCC(C(=O)NCCOc2ccc(C)cc2)CC1,1,-4,0,-1.6,i,5,0,-5,17
CC(C)(C)OC(=O)N[C@@H](Cc1ccccc1)C(=O)NCC1CCC(C(=O)N[C@@H](CCC(N)=O)C(=O)O)CC1 (stereo partly drawn),1,10,.,0.7,i,9,-1,-3,4
Cc1cc(C)nc(SCCC(=O)Nc2ccccc2Cl)n1,0,1,3,0.6,i,-8,-4,-3,-1
CCOc1ccc(/C(O)=C2/C(=O)C(=O)N(c3ccccn3)C2c2ccc(F)cc2)c(C)c1 (stereo not drawn),-4,6,1,2.6,i,14,0,-1,3
